Compound activity: PubChem BioAssay, several laboratories
NCOA3 inh = SRC3 coactivator transcriptional activity inhibitors, primary screen, cell-based, luminescence. Nuclear receptor coactivator 3 (Homo sapiens), Q9Y6Q9. actives 0.17% (n = 360,000). inhibition, % at 3.6 µM. HEK293 GAL4-SRC3 luciferase reporter;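 active = inhibition above a per-campaign cutoff, the mean of all compounds plus 3 SD, cut at about 60% in these data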;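 also: 0% = DMSO-treated cells and 100% = gossypol-treated cells at 36 µM; higher means less SRC3-driven luciferase light from the GAL4 reporter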
NCOA2 inhibitor = inhibition of GAL4-SRC2 driven luciferase reporter, primary screen, SRC2 inhibitor project, cell-based, luminescence; Nuclear receptor coactivator 2 (Homo sapiens), Q15596; actives 0.17% (n = 370,000); HEK293 GAL4-SRC2 luciferase reporter; inhibition, % at 9 µM;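 active = inhibition above the mean inhibition of all tested compounds plus 3 SD, set per campaign, cut at about 52% in these data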;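 also: 0% = DMSO treated cells and 100% = cells given Gossypol at 36 µM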
LRH-1 inv ag = LRH-1 (NR5A2) inverse agonists, primary screen, cell-based, luminescence, HEK293T, StAR-luciferase reporter; actives 0.13% (n = 360,000); Nuclear receptor subfamily 5 group A member 2 (Homo sapiens), O00482; LRH-1 transfected, 24 h; AID 602396, 2012; inhibition, % at 3.6 µM;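 active = inhibition above the mean inhibition of all tested compounds plus 3 SD, cut at about 73% in these data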;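 also: 0% = DMSO wells and 100% = reporter-only cells lacking LRH-1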
Target sequence (O00482 whole entry, looked up): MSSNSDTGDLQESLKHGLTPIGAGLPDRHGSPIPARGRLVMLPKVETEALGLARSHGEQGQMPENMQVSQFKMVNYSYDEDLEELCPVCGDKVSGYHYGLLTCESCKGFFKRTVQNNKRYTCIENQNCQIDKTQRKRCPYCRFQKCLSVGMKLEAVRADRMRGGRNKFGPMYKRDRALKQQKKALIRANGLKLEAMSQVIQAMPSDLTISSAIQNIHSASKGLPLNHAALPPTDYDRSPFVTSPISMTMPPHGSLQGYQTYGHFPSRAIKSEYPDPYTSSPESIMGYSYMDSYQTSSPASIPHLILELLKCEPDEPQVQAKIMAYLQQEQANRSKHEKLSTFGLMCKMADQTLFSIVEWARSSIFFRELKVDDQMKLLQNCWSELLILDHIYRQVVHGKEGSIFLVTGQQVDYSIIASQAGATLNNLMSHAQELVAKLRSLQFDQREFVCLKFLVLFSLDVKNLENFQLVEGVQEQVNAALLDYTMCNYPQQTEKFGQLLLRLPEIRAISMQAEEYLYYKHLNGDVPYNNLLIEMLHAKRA
TROY NFkB inh = inhibitors of TROY-driven NF-kB signaling, primary screen, Q293 LMP1-TROYcd cells, NF-kB luciferase, uHTS. Q293 LMP1-TROYcd NF-kB luciferase reporter, 4 h. inhibition, % at 10 µM. actives 0.98% (n = 360,000);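 active = compounds whose plate-normalised and pattern-corrected inhibition of the luciferase reporter signal at the single screening dose is 50% or more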
TLR9-MyD88 inh = inhibitors of TLR9-MyD88 association in cells, primary screen, cell-based, CHO, BLA complementation, fluorescence; Toll-like receptor 9 (Homo sapiens) + Myeloid differentiation primary response protein …; CCF4 FRET ratio; inhibition, % at 4.98 µM; actives 0.21% (n = 340,000);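 active = inhibition above the mean over all tested compounds plus 3 SD, cut at about 21% in these data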;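 also: 0% = DMSO only wells and 100% = clavulanate BLA inhibitor control wells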
LMP1 NFkB inh = EBV LMP1-driven NF-kappaB luciferase reporter inhibitors, primary screen, cell-based, luminescence, single point; LMP1-induced NF-kappaB luciferase reporter cells; actives 0.69% (n = 350,000); inhibition, % at 12.5 µM; in the data active = inhibition above about 41%;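 also: 0% = neutral control wells and 100% = reference inhibitor control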
NOD2-RIPK2 inh = NOD2-RIPK2 binding disruptors in cells, primary screen, fluorescence, CHO cells, BLA complementation | Receptor-interacting serine/threonine-protein kinase 2 (Homo sapiens), O43353 | CCF4 ratio | inhibition, % at 4.98 µM | actives 0.38% (n = 360,000); in the data active = inhibition above about 21%;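 also: 0% = vehicle only and 100% = reference blocker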
Vif imaging = HIV Vif self-association inhibitors, primary screen, imaging, HEK293T, single point. actives 0.35% (n = 340,000). HEK293T cells, Vif self-association by quenched fluorescence, 24 h. inhibition, % at 7.49 µM. AID 602346, 2012; in the data active = inhibition above about 50%, passing the limit was not always enough; also: some results filed as inactive read as strong as hits
NR2F2 inh = NR2F2 transcriptional activity inhibitors, primary screen, cell-based, luciferase reporter, HEK293T, luminescence | COUP transcription factor 2 (Homo sapiens), P24468 | HEK293T NGFI-A luciferase reporter | inhibition, % at 8.6 µM | actives 0.7% (n = 370,000) | AID 686940, 2013;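 active = inhibition above a per-plate cutoff, mean inhibition of test wells between control levels plus 3 SD, cut at about 38% in these data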;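 also: cells cotransfected with COUP-TFII expression vector driving the NGFI-A reporter; 0% = median of COUP-TF2 test wells and 100% = reporter-only cells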
Target sequence (P24468 whole entry, looked up): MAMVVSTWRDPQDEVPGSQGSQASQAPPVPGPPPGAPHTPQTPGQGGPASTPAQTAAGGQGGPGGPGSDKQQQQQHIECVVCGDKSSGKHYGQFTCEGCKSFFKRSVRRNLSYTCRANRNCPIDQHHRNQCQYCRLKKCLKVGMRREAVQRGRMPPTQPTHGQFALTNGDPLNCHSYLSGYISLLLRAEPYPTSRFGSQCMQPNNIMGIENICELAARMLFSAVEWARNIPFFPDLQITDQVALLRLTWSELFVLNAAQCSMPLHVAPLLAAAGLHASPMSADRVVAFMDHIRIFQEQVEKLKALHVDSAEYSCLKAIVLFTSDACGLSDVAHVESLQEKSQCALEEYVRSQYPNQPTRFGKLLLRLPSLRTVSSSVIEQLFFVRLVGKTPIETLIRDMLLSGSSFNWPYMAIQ
TRAIL sens C8 = viability loss with TRAIL in NB7+C8 cells, primary screen, TRAIL sensitizer project, cell-based, ATPlite luminescence. inhibition (viability loss, TRAIL sensitization), % at 10 µM. actives 1% (n = 360,000);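 active = compounds causing at least 50% loss of cell viability in the single-dose screen, relative to plate controls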
SRC1 inh = SRC1 coactivator transcriptional activity inhibitors, primary screen, cell-based, luminescence; Nuclear receptor coactivator 1 (Homo sapiens), Q15788; HEK293 GAL4-SRC1 luciferase reporter; inhibition, % at 3.6 µM; actives 0.12% (n = 360,000);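 active = inhibition above the campaign mean plus 3 SD, with each screening campaign given its own cutoff, cut at about 60% in these data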;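 also: 0% = DMSO treated cells and 100% = gossypol at 36 µM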
* = called active by the depositor; / = no result given. This is a subset (hit frequency here may not be typical).

Every second line gives: NCOA2 inhibitor, NCOA3 inh, LRH-1 inv ag, SRC1 inh, NOD2-RIPK2 inh, TRAIL sens C8, LMP1 NFkB inh, TROY NFkB inh, TLR9-MyD88 inh, NR2F2 inh, Vif imaging
CN(CC(=O)Nc1cccc(F)c1)C(=O)c1cc2c(s1)CCCCC2
  /, 12, 11, -16, 3, -6, 0, 11, 4, /, -14
CCOc1ccc(Oc2ccc(S(=O)(=O)N3CCOCC3)cc2NC(=O)C2=COCCO2)cc1
  -19, -8, 16, -22, -8, 10, 6, -4, 1, 23, -3
COc1ccc(CN2CN(C(C)C)CSC2=S)cc1
  5, 0, 17, -28, 6, 18, 8, 0, -1, -12, -3
O=C(O)c1cc(S(=O)(=O)NC(CO)C(O)c2ccc([N+](=O)[O-])cc2)ccc1Br (stereo unspecified)
  -5, -9, 5, 5, 7, 4, 3, 18, 4, -13, 12
O=C(CN1CCOc2ccccc21)NCc1ccc(Cl)cc1
  -12, -4, -4, 2, 3, -10, -9, -17, 2, 5, 5
Cc1ccc(CN(Cc2cc3cc(C)ccc3[nH]c2=O)C(=O)N2CCOCC2)cc1
  2, 14, 13, -10, -11, -5, 1, -5, -7, 1, -8
CCNc1nc(Oc2ccc(=O)[nH]n2)nc(N2CCOCC2)n1
  12, -3, -10, -13, -2, 1, -1, -7, -2, 19, -3
O=C(CSc1nc(-c2ccc(F)cc2)cc(C(F)(F)F)n1)Nc1ccc2c(c1)OCO2
  9, 11, -10, -18, 9, -4, -5, 22, -3, 0, 0
COC(=O)c1ccccc1NC(=O)CN1C(=O)NC2(CCCCCCC2)C1=O
  -11, 9, -35, 3, -8, -17, 2, 4, -5, -4, -1
CN(C)c1ccc(NC(=O)CC2NCCNC2=O)cc1 (stereo unspecified)
  1, -4, -23, 4, -19, -6, 2, -10, -4, 10, -8
Cc1c(NC(=O)/C(=C/c2cccs2)NC(=O)c2ccccc2)c(=O)n(-c2ccccc2)n1C
  8, 15, -11, -5, -3, -3, -4, 2, -12, -5, 0
Cc1occc1-c1nnc(SCC(=O)c2ccc(Cl)cc2)n1C
  -6, 14, -14, -1, -7, -15, 8, -6, -7, 2, 22
CCOC(=O)C1CCN(C(=O)CCN2C(=O)C3C4C=CC(C4)C3C2=O)CC1 (stereo unspecified)
  -9, -3, 2, 6, -18, 0, 5, 10, 6, 3, -4
Cc1onc(-c2ccccc2)c1C(=O)NC1CCC(C)CC1 (stereo unspecified)
  15, 11, 7, -25, -8, -3, -3, -1, -1, 20, -6
Cc1c(C=O)c2ccccn2c1C(=O)c1ccc(Cl)c([N+](=O)[O-])c1
  -22, 12, 11, -13, 6, -2, 0, 28, 5, 0, -1
O=C(CSc1nnnn1Cc1ccccc1)c1ccccc1
  -8, -2, -32, -29, 4, 11, -15, -19, 8, -3, -14
CN(c1ccc(O)cc1)c1nc(O)c(C2=c3ccccc3=NC2=O)s1
  -41, -26, -29, -29, 2, 4, -11, -43, -2, -15, -9
Cc1ccc(-c2ccc(=O)n(CC(=O)Nc3ccc4c(c3)OCCO4)n2)cc1
  -3, 2, 4, 5, 6, -14, 4, 9, -7, 0, -2
COc1ccc2c([N+](=O)[O-])c(N3CCOCC3)[nH]c2c1
  -7, -20, -9, -28, 1, -5, -8, 3, 1, -8, -3
O=C(NC1CCCCCC1)C1CCN(C(=O)c2ccc(Br)cc2)CC1
  -24, -40, -6, -2, -4, 0, 5, -14, -2, -8, -8
COc1cc(OC)cc(-c2c(-c3ccsc3)c3cc(Br)ccc3n2C)c1
  -17, 16, 9, -7, -4, 11, -12, -4, 1, -14, -3
Cn1c(SCc2c(Cl)cccc2Cl)nc(C(F)(F)F)cc1=O
  11, 13, -24, 6, -8, -5, -10, -5, -4, 3, -4
C=CCn1ncc(OC)c(Cl)c1=O
  /, -1, 10, -2, 2, 6, 2, -4, -7, /, 6
COc1ccccc1Cc1noc(COc2cccc(C)c2C)n1
  -12, -3, -14, 2, 2, -14, -1, -23, 5, -2, 0
CC(=O)N1CCc2cc(Br)cc(S(=O)(=O)NCCCN3CCCC(C)C3)c21 (stereo unspecified)
  -8, 15, -3, -9, 1, -5, 1, -21, 7, 3, 26
C#CCO[C@@H]1C[C@H](n2ccc(NC(=O)c3ccccc3)nc2=O)O[C@@H]1CO
  4, -34, -8, -7, 3, 0, 1, 3, -20, -5, 11
CCOc1ccc(NCc2nnc(SCc3ccccc3Cl)n2-c2ccccc2)cc1
  15, 12, -20, 9, 8, -5, 11, 36, -4, 0, -19
O=C(CN1CCOCC1)N1CCN(c2nnc(-c3ccccc3)c3ccccc23)CC1
  -15, -17, -2, -18, -11, 3, -24, 4, 1, 7, /
CCCCOC(=O)c1ccc(NC(=O)c2c(Cl)ccc(Cl)c2OC)cc1
  5, 3, -2, 8, 0, 18, -4, 16, 2, -1, -7
COc1cc(C2Nc3cccc4cccc(c34)N2)cc(OC)c1O
  -2, -43, -8, -16, 3, -1, -7, 0, 1, 18, -4
C/C(=N\NC(=O)c1cc(C2CC2)nc2ccccc12)c1ccc(O)cc1O
  7, 31, 15, 9, -19, 11, 18, 4, -3, 7, -4
CCOc1ccc2nc(NC(=O)c3cc([N+](=O)[O-])ccc3N3CCOCC3)sc2c1
  -1, -1, -10, 5, -2, 15, 33, 42, 2, 8, 1
Cc1cnc(C(=O)OCC(=O)NC2CCCCC2)cn1
  -49, 13, 2, 1, 1, 12, -7, 9, -8, 13, 3
CCOc1cc(S(=O)(=O)Nc2ccccn2)ccc1F
  -40, -6, -13, -9, 1, 8, -3, 0, -8, 3, -4
Cc1ccc(S(=O)(=O)N2CCOCC2)cc1C(=O)OCC(=O)NCCc1ccccc1
  -11, 17, -26, -6, -4, 7, -6, 0, -14, -14, -7
CC1CCN(C(C(=O)Nc2ccc(C(C)C)cc2)c2ccc3c(c2)OCO3)CC1 (stereo unspecified)
  2, 6, -9, 6, 7, -1, 0, -18, 0, -19, 6
C[C@H](CO)N1C[C@H](C)[C@@H](CN(C)C(=O)c2ccccc2)Oc2cc(C#C[C@@H](C)O)ccc2S1(=O)=O
  30, 2, 14, 0, -6, -15, 3, -2, 5, -1, 9
O=C(NCc1c(Cl)cccc1Cl)c1ccc2nnsc2c1
  -11, -8, -2, -3, -7, 7, 5, -9, -8, 1, 4
COc1ccc(-c2[nH]c3ccccc3c2SCCN)cc1
  -20, 11, -14, -23, -5, -2, 5, -35, -2, 23, -3
CCCCNc1nc2c(c(=O)n(Cc3ccccc3)c(=O)n2C)n1C
  -1, 5, 16, 24, -8, 1, -18, 16, 10, 12, 5
CC(C)CCN1CCC(C)(NC(=O)c2ccccc2)C1=O (stereo unspecified)
  6, -23, 4, -10, -4, 1, 1, -1, 1, 3, /
CCc1nc2ccc(C(=O)Nc3cc(-c4ccccc4)ccc3OC)cn2c1N(C)C(=O)c1cccc(OC)c1
  6, -4, -8, -3, -5, 19, /, 13, /, 20, -5
Cc1ccsc1C(=O)Nc1nccs1
  -52, -25, -47, -26, -3, -3, -6, 4, -1, -39, -7
CCCCNC(=S)NNc1c(Cl)cc(Cl)cc1Cl
  11, 16, 1, -1, -13, 7, -3, -4, 7, 14, 5
CSCC(=O)NCC1(N(C)Cc2ccccc2)Cc2ccccc2C1
  -32, -14, 7, 9, 6, -18, 4, 4, 1, 20, -1
CC(C(=O)N1CCCCC1)n1sc2ccccc2c1=O (stereo unspecified)
  -64, -58, -41, -77, -9, 5, -31, -77, 2, -15, 3
COc1cccc(Oc2c(C)oc3c(CN4CCCCC4)c(O)ccc3c2=O)c1
  -12, -2, -9, -12, -16, -10, 6, 11, -1, 18, -4
CCOC(=O)CNC(=O)c1ccc(C#CC2(O)CCCCC2)cc1
  9, -16, -10, -3, -9, 1, 2, -17, -3, -17, 0
COCCCNC(=O)CN1C(=O)c2ccccc2C1=O
  6, 6, -11, 14, -4, 5, -1, -1, 0, 8, 1
O=c1[nH]c(C2CCN(S(=O)(=O)c3ccc4c(c3)OCCO4)CC2)nc2c1nnn2Cc1ccc(F)cc1
  -11, -30, 6, -12, -7, 19, -7, 21, 2, 17, -8
Cc1cc(O)c(NC(=O)c2cccc([N+](=O)[O-])c2)cc1C
  -64, -43, -39, -89, 0, -12, -13, -35, -9, -10, -15
COCOCCn1cc(CN2CCS(=O)(=O)N(Cc3ccc(-c4ccccc4)cc3)C(C(C)C)C2=O)nn1 (stereo unspecified)
  -19, -6, -16, 5, -4, 10, 4, 4, -8, -4, 10
O=C(CSc1ncccc1-c1nc2ccccc2[nH]1)NC1CC1
  -11, -7, 9, -9, 2, 11, 9, 55*, -14, -21, /
N#Cc1c(-n2cccc2/C=N/O)sc2c1CCCC2
  13, -3, -1, 0, -8, 13, 1, 26, -4, -10, -1
N=c1c2c(-c3ccccc3)c(-c3ccccc3)oc2ncn1Cc1ccco1
  18, 25, 23, 7, -7, 4, -6, -11, -13, -2, /
COc1cccc(OC)c1C(=O)Nc1ccc(N2CCN(S(C)(=O)=O)CC2)cc1
  -5, 0, 6, 0, -1, 3, -3, 16, -9, 0, 4
O=C(CSc1nc(-c2ccccc2)cs1)NC(=O)NCc1ccco1
  4, -12, 5, 1, 0, 0, 0, 3, -7, 5, /
O=C(O)CC/C(=N/Nc1ccc([N+](=O)[O-])cc1)C(=O)O
  21, 23, 6, 3, -9, -6, -13, 14, -3, -19, 0
CCOC(=O)C1(CCCc2ccccc2)CCN(C(=O)C(C)n2cncn2)CC1 (stereo unspecified)
  24, 8, 11, 3, 3, -11, -1, -11, 4, 1, -2
CCOc1ccccc1NC(=O)CSc1nnc(-c2ccco2)n1Cc1ccco1
  -19, 13, 8, 0, 0, 15, 0, 8, 4, 9, -2

Further compounds:
Every second line gives: NCOA2 inhibitor, NCOA3 inh, LRH-1 inv ag, SRC1 inh, NOD2-RIPK2 inh, TRAIL sens C8, LMP1 NFkB inh, TROY NFkB inh, TLR9-MyD88 inh, NR2F2 inh, Vif imaging
CCCCNC(=O)C(NC(=O)c1cccs1)C(=O)c1ccccc1 (stereo unspecified)
  -8, /, -15, /, -7, -13, /, /, /, -14, /
COC(=O)c1cc(S(=O)(=O)N2CCN(c3ccc(OC)cc3)CC2)cn1C
  7, -8, -13, 3, -17, 1, 6, 6, -10, -1, -1
O=C(Nc1ccc(NS(=O)(=O)c2ccccc2)c(Cl)c1)c1ccccc1
  -18, -1, -7, -4, -3, -4, 33, 3, -4, 0, 3
CC(=O)N1CCN(S(=O)(=O)c2cccc(C(=O)OCC(=O)N(CCC#N)c3ccc(F)cc3)c2)CC1
  1, 4, -22, -7, -14, -5, -2, -4, -9, -9, -2
N#CNC(=Nc1cccc(F)c1)SCc1cccc(F)c1
  8, 11, 21, 14, -6, 7, 7, 13, -2, -9, -10
